# MDM2 E3 inh – inhibitors of human Mdm2 E3 ubiquitin ligase | Q00987 | cell-based MDM2 ubiquitination luciferase reporter, 2 h; 0 = plate control, 100 = twice control, blank-subtracted | signal enhancement, % at 5 µM | 0.11% of 210,000 active;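 active = signal enhancement of 30% or more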;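 also: luminescence tracks abundance of the self-degrading MDM2-luciferase fusion protein; higher signal means inhibition of MDM2 E3 ligase activity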
# Target sequence (Q00987 whole entry, looked up, the tested form may be a part): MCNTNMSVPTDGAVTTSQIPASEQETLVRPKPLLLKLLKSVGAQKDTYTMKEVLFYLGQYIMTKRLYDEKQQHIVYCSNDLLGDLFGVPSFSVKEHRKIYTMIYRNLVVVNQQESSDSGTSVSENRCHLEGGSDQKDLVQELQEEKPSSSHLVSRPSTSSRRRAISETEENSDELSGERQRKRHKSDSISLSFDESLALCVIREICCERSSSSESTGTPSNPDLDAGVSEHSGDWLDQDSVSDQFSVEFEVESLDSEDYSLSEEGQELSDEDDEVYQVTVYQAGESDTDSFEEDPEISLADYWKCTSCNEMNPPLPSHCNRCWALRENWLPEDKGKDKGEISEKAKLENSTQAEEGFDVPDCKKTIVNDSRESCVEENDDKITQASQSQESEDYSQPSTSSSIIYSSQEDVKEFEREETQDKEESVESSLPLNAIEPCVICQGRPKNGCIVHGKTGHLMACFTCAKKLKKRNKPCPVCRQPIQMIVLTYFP
#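 system = mammalian cells stably expressing self-ubiquitinating, self-degrading MDM2 E3–luciferase fusion | quantity = 2000 cells per well seeded | incubation = 4 h cell settling then 2 h compound exposure, 37 °C | signal = SteadyLite luminescence, 15 min reagent step | benchmarks = plate control and blank wells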
# CHOP inhibitor – CHOP inhibition in unfolded protein response; 3.8% of 220,000 active; CHO-K1 CHOP-promoter luciferase, tunicamycin-induced, 15-18 h; inhibition, % at 10 µM;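 active = compounds that reduced the stress-induced luciferase reporter signal by more than about 70% of percent inhibition, limit read from the data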;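 also: 0% = tunicamycin plus vehicle and 100% = wells without tunicamycin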
# EBV gp42 inh – blocks Epstein-Barr virus glycoprotein 42 binding. Q1HVG2. Fluorescence polarization binding assay, mP read-out. inhibition, % (tested at 21.74 µM). 0.42% of 220,000 active. AID 1085; in the data active = inhibition above about 50%
# Target sequence (Q1HVG2 whole entry, looked up): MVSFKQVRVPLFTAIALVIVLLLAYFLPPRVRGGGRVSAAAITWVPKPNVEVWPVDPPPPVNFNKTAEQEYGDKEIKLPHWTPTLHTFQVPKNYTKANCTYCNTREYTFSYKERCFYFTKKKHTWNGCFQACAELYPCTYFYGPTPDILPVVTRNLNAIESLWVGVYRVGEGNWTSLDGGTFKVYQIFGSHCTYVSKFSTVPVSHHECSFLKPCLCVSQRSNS
# Runt-SMMHC FRET – blocks binding of human RUNX1 Runt domain to CBFb-SMMHC | Cerulean-Runt/Venus-CBFb-SMMHC FRET ratio 530/480, 1 h | AID 1434 | Q01196+Q13951 | 0.74% of 220,000 active | inhibition, % at 20 µM;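 active = mean inhibition across duplicate retests at 20 µM reaching about 50%, limit read from the data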;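 also: 0% = DMSO wells and 100% = wells with excess untagged CBFb-SMMHC; inhibitors lower the FRET ratio by blocking Runt binding to CBFb-SMMHC; some results filed as inactive read as strong as hits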
# PPC-1+TRAIL kill – kills PPC-1 cancer cells in the presence of TRAIL. PPC-1 cells + TRAIL, ATPLite viability luminescence. cell killing (% activity), % at 4 µM. 0.41% of 220,000 active. AID 1443;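 active = cell killing above 50% in the first pass at 4 µM, then a duplicate retest at 5 µM averaging 50% or more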;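 also: plate controls were cells with TRAIL plus DMSO for no effect and medium-only wells lacking cells for full effect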
# NCF1 inh – inhibitors of human p47phox binding; P14598; p47phox/p22phox peptide binding, fluorescence polarization, 2 h; inhibition, % at 24.7 µM; 0.53% of 220,000 active; AID 1274;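 active = inhibition above about 30%, limit read from the data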;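 also: 0% = p47phox with labelled peptide and 100% = labelled peptide alone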
# Target sequence (P14598 whole entry, looked up): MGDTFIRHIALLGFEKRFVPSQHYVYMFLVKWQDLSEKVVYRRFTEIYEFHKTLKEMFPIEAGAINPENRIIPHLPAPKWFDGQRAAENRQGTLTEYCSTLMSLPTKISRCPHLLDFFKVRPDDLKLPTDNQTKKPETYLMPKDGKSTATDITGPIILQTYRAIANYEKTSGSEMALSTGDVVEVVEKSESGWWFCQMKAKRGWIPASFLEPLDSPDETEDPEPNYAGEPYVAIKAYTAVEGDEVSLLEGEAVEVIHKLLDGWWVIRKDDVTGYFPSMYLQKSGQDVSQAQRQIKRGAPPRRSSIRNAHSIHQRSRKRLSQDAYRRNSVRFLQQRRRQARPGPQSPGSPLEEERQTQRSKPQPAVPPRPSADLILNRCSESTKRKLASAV
# TNF necrop inh – inhibitors of TNF-alpha induced necroptosis in Jurkat FADD-/- cells; Jurkat FADD-/- TNF necroptosis rescue, ATP luminescence, 24 h; 0 = TNF only, 100 = no-TNF cells; activation (protection from cell death), % at 10 µM; 0.068% of 220,000 active; AID 463075;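 active = activation, meaning protection from cell death, of at least 50% relative to plate controls; inactive = activation below 50%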;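 also: necroptosis triggered by 40 ng/mL TNF-alpha added together with compound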
# TRPML3 agonist – agonists of human TRPML3 channel | Q8TDD5 | HEK293 TRPML3-YFP, Fluo-8 calcium fluorescence; 100% = the carbachol control signal | activation, % at 3 µM | 0.29% of 220,000 active | AID 1448;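 active = activation above its plate's cutoff, the mean activation of the plate's test wells plus 3 SD, cut at about 12% in these data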;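 also: 0% = DMSO only wells and 100% = carbachol wells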
#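 Material: HEK293 cells stably carrying human TRPML3-YFP; compound dosing: single dose, 3 µM final nominal compound, 0.3% DMSO final; incubation: 1-h 37 °C dye load, 5-s basal, 120-s post-compound reads; technique: Fluo-8 intracellular calcium fluorescence, excitation 470-495 nm, emission 515-575 nm; read-out basis: percent activation from peak-to-basal fluorescence ratio, scaled between DMSO and carbachol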
# zfTRPN1 agonist – activates the zebrafish TRPN1 channel | 0.18% of 220,000 active | HEK293 zebrafish TRPN1-YFP, Fluo-8 calcium fluorescence; 100% = response to 87 µM carbachol | activation, % at 3 µM | AID 1424;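 active = activation above its plate's cutoff, the mean activation of test wells on that plate plus 3 SD, cut at about 19% in these data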;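 also: 0% = DMSO alone and 100% = 87 µM carbachol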
#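 System: zebrafish TRPN1-YFP in HEK293 cells / Dosing: 3 µM single point / Timing: dye loading 1 h at 37 °C, then 30 min room temperature / Signal: Fluo-8 calcium fluorescence, excitation 470-495 nm, emission 515-575 nm / Read-out basis: percent activation from peak over basal fluorescence ratio, control-normalized / Control set: high carbachol 87 µM, low DMSO alone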
# Active calls of the source: *; nt = not tested or not shown.
# Start of the listing, in advance:
SMILES,MDM2 E3 inh,CHOP inhibitor,EBV gp42 inh,Runt-SMMHC FRET,PPC-1+TRAIL kill,NCF1 inh,TNF necrop inh,TRPML3 agonist,zfTRPN1 agonist
COc1ccc(/C=C/c2nnc(NC(=O)CSc3ccc(Cl)cc3)s2)cc1,-16.4,23.7,-53.1,-4.5,22.8,-54.6,0.3,0.8,1.0
COC(=O)c1[nH]c2ccc(Cl)cc2c1NC(=O)CCN1CCOCC1,-13.2,2.3,-11.4,1.6,18.0,-19.5,-0.3,0.3,0.8
COc1cc(-c2nc(=S)[nH][nH]2)cc(OC)c1OC,0.8,9.7,-6.8,44.3,-2.5,1.7,-0.3,0.2,1.3
CCOc1ccc(Br)cc1CN(CC)CC,-14.2,-5.8,-5.5,-0.5,11.7,-3.7,3.5,0.2,-1.5
O=C(NCc1cccs1)C(=O)NCC1OCCCN1S(=O)(=O)c1ccccc1 (centres undefined),-9.0,44.1,-21.2,7.6,39.8,-5.1,1.2,0.5,-2.0

# Main list, from the start:
SMILES,MDM2 E3 inh,CHOP inhibitor,EBV gp42 inh,Runt-SMMHC FRET,PPC-1+TRAIL kill,NCF1 inh,TNF necrop inh,TRPML3 agonist,zfTRPN1 agonist
COc1ccc(/C=C/c2nnc(NC(=O)CSc3ccc(Cl)cc3)s2)cc1,-16.4,23.7,-53.1,-4.5,22.8,-54.6,0.3,0.8,1.0
COC(=O)c1[nH]c2ccc(Cl)cc2c1NC(=O)CCN1CCOCC1,-13.2,2.3,-11.4,1.6,18.0,-19.5,-0.3,0.3,0.8
COc1cc(-c2nc(=S)[nH][nH]2)cc(OC)c1OC,0.8,9.7,-6.8,44.3,-2.5,1.7,-0.3,0.2,1.3
CCOc1ccc(Br)cc1CN(CC)CC,-14.2,-5.8,-5.5,-0.5,11.7,-3.7,3.5,0.2,-1.5
O=C(NCc1cccs1)C(=O)NCC1OCCCN1S(=O)(=O)c1ccccc1 (centres undefined),-9.0,44.1,-21.2,7.6,39.8,-5.1,1.2,0.5,-2.0
O=[N+]([O-])c1cc(S(=O)(=O)NC2=NCCCCC2)ccc1Cl,-0.1,-19.0,-6.9,1.4,7.2,-4.2,2.1,0.7,-0.1
Cc1ccc(NCc2nc3ccccc3n2C)cc1,-14.7,-46.5,-4.7,1.2,43.9,-2.7,-0.6,0.1,-0.7
Cc1ccc(NCC(=O)NNC2=NCCC2)c(C)c1,-12.0,-13.8,-2.4,-107.9,-3.9,0.2,0.5,0.8,0.3
O=C(Cc1ccc(Cl)cc1)NC1CC1,-15.9,4.4,-3.0,-2.1,9.8,-0.6,2.9,0.8,1.2
CC(=O)NC1=NN(C(C)=O)C(C)(CS(=O)(=O)c2ccc3ccccc3c2)S1 (centres undefined),2.8,10.3,-2.6,8.0,9.8,6.9,0.5,0.4,0.5
CCN(Cc1nc2ccccc2c(=O)[nH]1)Cc1nc2cc(OC)c(OC)cc2c(=O)[nH]1,8.0,18.2,-13.4,5.1,4.1,-9.4,2.6,0.4,2.2
S=c1[nH]nc(-c2ccccn2)n1/N=C/c1ccc(-c2ccccc2Br)o1,-3.3,-12.8,-12.7,14.1,-10.8,9.8,-1.8,0.1,-1.6
O=C(NCCCN1CCOCC1)C1CC(=O)N(C2CCCCC2)C1 (centres undefined),-9.1,4.9,-12.8,-8.0,12.3,-9.6,0.5,0.7,0.5
Cc1cc(C)nc(SCC(=O)NC2CCCC2)n1,-10.6,4.4,-10.9,-1.3,6.7,-15.8,-0.7,1.3,0.7
O=C(CCc1nnc(C2CCCCC2)o1)N1CCC(Oc2cccnc2)CC1,-8.7,8.9,-3.1,nt,nt,3.3,1.6,-0.4,-0.8
O=C(N/N=C\C=C\c1ccco1)C1COc2ccccc2O1 (centres undefined),-5.3,-9.6,-1.3,-2.1,11.1,-13.3,-5.0,-0.1,2.4
COc1ccc(-c2nc(N3CCCCCC3)sc2C(=O)c2ccccc2)cc1,-9.0,-2.9,-5.5,-4.5,20.8,1.0,-0.8,-0.2,-0.8
COc1c(Cl)cc(-c2noc(C)c2C(=O)NCc2ccccc2)cc1Cl,-19.6,51.6,-9.3,-2.8,12.0,-8.2,0.6,-0.5,-1.4
O=C(O)C(Cc1ccccc1)N1CCS(=O)(=O)CC1 (centres undefined),-13.7,11.6,-14.8,-4.7,9.8,-6.1,0.3,0.4,1.3
Cc1ccc(S(=O)(=O)NCCC(=O)Nc2cccc(Cl)c2)cc1,-8.6,30.7,0.1,-1.8,-13.5,-10.2,13.3,-0.9,-1.2
C#CCOCCOCCOCCNc1nc(N2CCN(C(=O)[C@H]([C@@H](C)CC)n3cc([C@@H](N)CC(C)C)nn3)CC2)nc(N2CCN(C(=O)[C@H](CCCCN)n3cc([C@@H](N)CO)nn3)CC2)n1,nt,20.9,-2.7,0.4,16.0,nt,0.7,0.5,1.2
NC(=O)C1(N2CCCCC2)CCN(CC(=O)Nc2cc(Cl)ccc2Cl)CC1,4.5,76.2*,-0.5,-4.9,16.1,-13.0,0.0,0.8,0.2
Cc1coc2cc3oc(=O)cc(C)c3cc12,-11.1,-3.6,-15.2,6.2,-2.2,6.5,0.3,0.1,0.1
O=C(COc1ccc2ccccc2c1)Nc1ccc2c3c(cccc13)CC2,-1.1,92.4*,0.5,-2.3,-8.4,-2.8,1.2,0.7,-0.3
Cc1c(NC(=O)C(C)N2CC(C)OC(C)C2)c(=O)n(-c2ccccc2)n1C (centres undefined),-14.5,11.2,-7.4,-1.5,-11.6,-18.0,0.2,0.7,-0.2
COC(=O)COc1cc(Br)c(/C=C2/SC(=O)N(CC(=O)N3CCCC3)C2=O)cc1OC,0.1,48.9,-1.5,-3.1,-7.0,-7.7,-0.2,-0.3,0.5
Cn1c(SCC2CCCO2)nnc1-c1cccc([N+](=O)[O-])c1 (centres undefined),-30.6,4.5,-6.2,2.9,5.7,-9.3,1.1,0.9,1.5
CCOC(=O)C1CCN(C(=O)c2ccc(N(C)S(=O)(=O)c3ccc(OC)cc3)cc2)CC1,-5.7,7.8,-4.9,0.6,-5.7,-1.3,2.3,1.2,1.6
Cc1nonc1CC(=O)N1CCc2c([nH]c3ccccc23)C1c1ccccc1F (centres undefined),-6.2,-3.5,10.7,2.1,-4.3,-7.8,2.7,0.0,-2.1
CCOc1ccc(Cn2c(=O)oc3ccc(C)cc32)cc1OC,-30.3,41.1,-17.6,2.4,33.3,-4.2,-4.7,0.5,1.3

# Two of the compounds above, bar-delimited:
mol | MDM2 E3 inh | CHOP inhibitor | EBV gp42 inh | Runt-SMMHC FRET | PPC-1+TRAIL kill | NCF1 inh | TNF necrop inh | TRPML3 agonist | zfTRPN1 agonist
S=c1[nH]nc(-c2ccccn2)n1/N=C/c1ccc(-c2ccccc2Br)o1 | -3.3 | -12.8 | -12.7 | 14.1 | -10.8 | 9.8 | -1.8 | 0.1 | -1.6
O=C(NCCCN1CCOCC1)C1CC(=O)N(C2CCCCC2)C1 (centres undefined) | -9.1 | 4.9 | -12.8 | -8.0 | 12.3 | -9.6 | 0.5 | 0.7 | 0.5

# Continuation:
SMILES,MDM2 E3 inh,CHOP inhibitor,EBV gp42 inh,Runt-SMMHC FRET,PPC-1+TRAIL kill,NCF1 inh,TNF necrop inh,TRPML3 agonist,zfTRPN1 agonist
CC(=O)Oc1ccc(N2C(=O)C3C4C=CC(O4)C3C2=O)cc1 (centres undefined),-7.3,15.6,-11.1,6.8,7.1,1.5,-0.1,1.3,0.7
COC(=O)CSc1nnc(-c2ccccc2OC)n1-c1ccc(C)cc1,-33.8,8.8,-0.9,-0.2,9.0,-12.0,0.4,0.4,0.8
Cc1c(NC(=O)C(C)Sc2ncnc3ccccc23)c(=O)n(-c2ccccc2)n1C (centres undefined),-10.2,11.9,-1.9,-4.2,26.4,-1.7,0.9,1.1,-0.4
O=C(Nc1ccc(CCC(=O)N2CCCC2)cc1)c1ncn[nH]1,-12.4,5.0,-13.2,4.6,1.6,2.7,0.5,0.1,1.0
C/C(=N/NS(=O)(=O)c1ccc(C)cc1)c1cccc(NC(=O)c2cccc(Cl)c2)c1,-24.3,40.0,-11.5,1.8,12.9,-3.1,0.1,-0.6,-0.2
Nc1ccn(-c2ccc(Cl)cc2)c(=O)c1,-3.7,1.0,-21.2,1.4,7.0,0.7,0.5,-0.2,0.7
O=C(c1cccc(C(F)(F)F)c1)c1c[nH]c(C(=O)NCC2CCCO2)c1 (centres undefined),6.0,7.8,-3.9,2.3,22.4,-9.5,1.3,1.3,1.2
CC(=O)OCCNc1nc(-c2ccccc2)nc2ccccc12,-14.8,34.0,-7.3,-1.4,9.0,-9.3,-0.5,0.2,1.1
O=C(Nc1ccc(C(F)(F)F)cn1)Nc1cccs1,-11.9,6.1,-12.1,-6.1,9.8,-3.1,1.2,0.8,0.5
CCOc1cc(-c2nc(C)c(C(C)=O)n2O)ccc1OCC(=O)Nc1cccc(C)c1,-9.3,-9.3,-4.8,11.0,7.9,-4.2,1.2,0.2,1.5
C/C(=N\NC(=O)CCc1ccc(S(=O)(=O)N2CCOCC2)cc1)c1ccc(OC(F)F)cc1,0.0,4.6,-2.5,-0.1,-2.3,-9.8,-0.4,0.8,-0.8
Cn1ncc([N+](=O)[O-])c1C(=O)n1nnc2ccccc21,-17.2,-5.2,10.6,0.4,nt,9.8,-0.6,0.9,-0.2
Cc1ccc(C)c(NC(=O)Cn2nnc(C(=O)Nc3c(C)cccc3C)c2N)c1,-0.9,27.4,9.6,-1.4,14.0,-6.7,-0.3,0.5,1.1
O=C(CCCOc1ccccc1)N1CCN(c2ccccn2)CC1,-3.7,1.9,-2.6,1.1,-1.3,-10.6,-0.3,0.7,0.7
CC(=O)N1CCc2cc(N=NC3=C(O)CC(C)(C)CC3=O)ccc21,-16.2,-1.3,-78.3,-43.3,23.2,-68.7,-0.5,0.7,2.1
O=C1CCCc2oc3ccc(NS(=O)(=O)c4cccc5cccnc45)cc3c21,-4.8,28.1,-8.2,-3.0,12.9,-0.7,1.3,0.5,3.4
CC1CCCCN1C(=O)CSc1nc2ccccc2[nH]1 (centres undefined),-14.7,-4.4,0.1,4.0,-10.5,-12.1,1.8,-0.6,0.7
Cc1ccc(S(=O)(=O)N2CCC(C(=O)C3C(=O)CC(C)(C)CC3=O)CC2)cc1,-23.2,6.5,-3.6,1.4,-6.6,-0.9,1.2,0.3,0.6
O=C1CSC(c2ccccc2F)N1c1cc(Cl)ccc1O (centres undefined),-2.8,11.1,-1.0,-1.5,-7.0,-0.5,-1.6,-0.5,-2.0
Fc1ccccc1CCNc1c2c(nc3ncnn13)CCCC2,-20.3,44.8,8.0,nt,nt,5.2,0.8,0.6,1.6
Cc1cc(C(=O)COC(=O)CCC(=O)c2ccc3c(c2)OCCO3)c(C)n1Cc1ccco1,-14.8,23.4,-19.0,-1.8,10.9,-47.6,0.8,-0.1,2.2

# Source: PubChem
